Bioassay records deposited in PubChem BioAssay by NMMLSC.
Myeloid diff 2 = compounds promoting myeloid differentiation; 1% of 360,000 active; AID 624256; calls only at 10 µM; ER-HoxA9 myeloid progenitors, lysozyme-GFP differentiation, flow cytometry;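 active means normalized GFP-positive differentiation at or above the plate's own cutoff, the solvent-only control mean plus 3 SD; inconclusive means no clear call, values can overlap the other calls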;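 further: cells exposed to compound for four days before flow analysis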
Myeloid diff 2 GFP+ MAC1+ % = second read-out of Myeloid diff 2, no call of its own (marks repeat the call); GFP+ MAC1+ double positive, %; measured here: differentiation confirmed by MAC1 staining
* hit, by the source's call; i = inactive; ? = inconclusive; nt = not tested or not shown. Not all compounds are listed, so the mix of outcomes need not match the whole.

Every second line gives: Myeloid diff 2	Myeloid diff 2 GFP+ MAC1+ %
c1ccc2c(c1)CN1C(=N2)COc2ccccc2C1c1nc2ccccc2[nH]1 (stereo unspecified)
→ i	1.1
CNC(=O)C1(C)Cc2c(-c3ccc(NC(C)=O)cc3)ccnc2O1 (stereo unspecified)
→ i	0.8
CCOc1ccc2[nH]c(=S)sc2c1
→ i	0.0
CC(=O)Nc1cccc(-c2ccnc3c2CC(C(=O)Nc2ccc(Cl)cc2)O3)c1 (stereo unspecified)
→ i	0.5
COc1ccc(-c2cc(NC(C)=O)c3ncc(-c4ccc(OC)c(OC)c4)n3c2)cc1OC
→ i	1.3
CCc1nc2ccc(C(=O)NCCOc3ccc(OC)cc3)cn2c1N(C)Cc1nccn1C
→ i	1.3
COc1ccc(C(C)(NC(C)=O)c2nc(-c3cncnc3)cs2)cc1 (stereo unspecified)
→ i	1.3
Cc1cccc(N2CCN(C(C(=O)NCc3ccccc3)c3ccco3)CC2)c1C (stereo unspecified)
→ i	1.6
CN(C)CCCOc1ccc(-c2cccc3nncn23)cn1
→ i	1.0
CCCCNC(=O)C1C(c2ccc(C(F)(F)F)cc2)=Nc2ccccc2N1C(C)=O (stereo unspecified)
→ i	6.6
COc1ccc(-c2cc(NC=O)c3ncc(-c4ccc(OC)c(OC)c4)n3c2)cc1
→ ?	nt
FC(F)(F)c1ccc(-c2cccc3c2C2CC3CCN2C(=S)NCCc2ccccc2)cc1 (stereo unspecified)
→ i	0.7
CCCCN(C=O)c1c(CC)nc2c(OCCC3CCCCC3)cccn12
→ i	0.7
CCOC(=O)C[C@@H]1OC[C@H](C(C)C)N1S(=O)(=O)c1ccc(C)cc1
→ i	1.5
CCC(=O)[C@@H](C)[C@@H](OC(C)=O)[C@H](C)C[C@@H](C)[C@H]1OC(=O)C[C@@]2(O)CC=C(C)C(O2)C(C)=CCCC[C@H](O[C@H]2C[C@@H](OC(N)=O)[C@H](OC(C)=O)[C@@H](C)O2)C=C[C@H](C)C[C@H]1C
→ i	1.3
OC(c1ccc2c(c1)OCO2)c1ncc(-c2cccc(C(F)(F)F)c2)[nH]1 (stereo unspecified)
→ i	0.5
O=C(NCc1ccc(C(F)(F)F)cc1)c1ccc(-c2cccnc2)c2ccoc12
→ i	0.8
CCc1nc2c(OCc3ccccc3C(=O)OC)cccn2c1N(C)C(=O)c1cccs1
→ i	0.6
COCCNc1nc(Nc2ccc(C(=O)OC)cc2)c2sccc2n1
→ i	0.9
CC(C)N(C)c1ncnc2c1ncn2[C@H]1CN(Cc2ccc3c(c2)OCO3)C[C@@H](CO)O1
→ ?	nt
O=C(CC[C@H]1O[C@@H](n2cnc3c(NC(=O)c4ccccc4)ncnc32)[C@H](O)[C@@H]1O)NCCCN1CCCC1=O
→ i	0.8
CC(=O)Nc1cccc(-c2cc(NC(C)=O)c3ncc(-c4cccc(C(C)=O)c4)n3c2)c1
→ i	1.0
O=C(Nc1ccc(F)c(Cl)c1)c1cc(C2CCCCN2C(=O)C2CC2)on1 (stereo unspecified)
→ i	0.6
CC(O)(c1ccccc1)c1nc(/C=C/c2ccccc2)cs1 (stereo unspecified)
→ i	0.2
O=C(NC(c1ccc(Cl)cc1)c1cnccn1)C1CCN(CCOc2ccc(F)cc2)CC1 (stereo unspecified)
→ i	0.2
CCc1nc2ccc(C(=O)NCCOc3ccc(OC)cc3)cn2c1N(CCC(C)C)CCN(C)C
→ i	1.5
CCOC(=O)C1(C)CCCN(C(=O)c2cccc(C#N)c2)C1 (stereo unspecified)
→ i	0.8
C#CC1(O)CCC2C3CCC4=Cc5oncc5CC4(C)C3CCC21C (stereo unspecified)
→ i	4.8
CC1(C(=O)NS(=O)(=O)c2ccccc2C(F)(F)F)CCN1C(=O)CCc1ccccc1 (stereo unspecified)
→ i	0.6
COc1ccc(SC2=C[C@@]3(O)CC[C@@H](O)[C@@](Sc4ccc(OC)cc4)(C2=O)[C@H]3O)cc1
→ i	0.2

(further entries)
Every second line gives: Myeloid diff 2	Myeloid diff 2 GFP+ MAC1+ %
OC[C@@H]1CN(Cc2ccc(F)cc2)C[C@H](n2cnc3c(N4CCOCC4)ncnc32)O1
→ i	0.2
COC(=O)C[C@H]1CC[C@H](NS(=O)(=O)c2cn(C)cn2)[C@@H](CO)O1
→ i	2.7
COc1ccccc1Cc1c(-c2ccc(Cl)cc2)nc2ccc(Cl)cn12
→ i	0.7
COc1ccc(NC(=O)C2Cc3c(-c4ccc(NC(C)=O)cc4)ccnc3O2)cc1 (stereo unspecified)
→ i	1.0
Nc1nc2c(ncn2[C@@H]2O[C@H](CNCc3ccc(OCCCN4CCOCC4)cc3)[C@@H](O)[C@H]2O)c(=O)[nH]1
→ i	0.7
COc1ccccc1-c1cnc(C(O)c2ccc(CN3CCCCC3)cc2)[nH]1 (stereo unspecified)
→ i	0.4
CCN(CC)C(=O)c1cccc(-c2csc(C(C)(O)c3cccc(OC)c3)n2)c1 (stereo unspecified)
→ i	1.6
CN(C)c1ccc(-c2ccnc3c2CC(C)(C(=O)NCc2ccc(F)c(F)c2)O3)cc1 (stereo unspecified)
→ i	0.3
CC1(C(=O)Nc2ccc3c(c2)OCCO3)CN(S(C)(=O)=O)CC(=O)N1CCc1c[nH]c2ccccc12 (stereo unspecified)
→ i	4.5
COc1cc(CNc2ncnc3c2ncn3[C@H]2CN(Cc3ccc(F)cc3)C[C@@H](CO)O2)cc(OC)c1OC
→ i	0.8
COC(=O)C1=CN(c2ccc(OC)cc2)C(N)=C(C#N)C1c1ccc(OC)cc1 (stereo unspecified)
→ i	1.1
COc1ccc(S(=O)(=O)NC(=O)C2(C)CCN2C(=O)Cc2cc(C)cc(C)c2)cc1OC (stereo unspecified)
→ i	1.7
CCCCCCCCN1C(=O)[C@H](CC(=O)NCc2cccs2)C[C@@]2(C(=O)OCC)CCCC=C12
→ i	2.4
CCNC(=O)C1(C)CCCN(Cc2ccc3ccccc3c2Br)C1 (stereo unspecified)
→ i	1.0
COc1ccc(-c2csc(C(O)c3ccc(F)c(OC)c3)n2)cc1 (stereo unspecified)
→ i	0.6
CCOC(=O)c1cc2cc(OC)ccc2n1C1CCN(CCc2ccccc2)CC1
→ i	1.2
O=C(NCCc1ccccc1)c1ccc(-c2cccnc2)c2ccoc12
→ i	0.5
CC1(C(=O)Nc2cccc(C(F)(F)F)c2)Cc2c(-c3ccccc3)ccnc2O1 (stereo unspecified)
→ i	0.4
CCOC(=O)[C@]12CCCC=C1N(Cc1ccco1)C(=O)[C@H](CC(=O)NCc1ccc(OC)c(OC)c1)C2
→ i	1.0
C=C1C(=O)OC2CC1C(OC(C)=O)CC(C)=CCCC(C)=CCCC2(C)O (stereo unspecified)
→ ?	nt
Cn1c(=O)c2cc(NC(=S)NC3CCCCC3)ccc2n1Cc1ccc(Cl)cc1
→ i	0.5
CC1(C(=O)NCc2ccncc2)Cc2c(-c3cccc(C(F)(F)F)c3)ccnc2O1 (stereo unspecified)
→ i	0.4
CCCCN(C=O)c1c(CC)nc2ccc(C(=O)N3CCN(C(C)=O)CC3)cn12
→ i	1.0
CCC(=O)N1CCC1(C)C(=O)NCc1ccc(SC)cc1 (stereo unspecified)
→ i	0.7
O=C(NCCN1CCOCC1)c1ccccc1N1C(=O)[C@@H]2Cc3c([nH]c4ccccc34)C(c3cccc(Cl)c3)N2C1=O (stereo partly specified)
→ i	2.3
OC[C@@H]1CN(Cc2ccco2)C[C@H](n2cnc3c(NCc4ccc(F)cc4)ncnc32)O1
→ i	2.0
O=C(Nc1ccc(Oc2ccccc2)cc1)c1ccc2nc([C@@H]3O[C@H](CO)[C@H](O)[C@H](O)[C@H]3O)[nH]c2c1
→ i	0.2
O=C(NCCOc1ccccc1)C1C(=O)Nc2ccccc2C(=O)N1C1CCCCC1 (stereo unspecified)
→ i	2.4
Cn1c(NCc2ccccc2F)nc2cc(-c3ccccc3)sc2c1=O
→ i	0.8
CCOC1=C2[C@@H](CN(S(=O)(=O)c3ccc(C)cc3)[C@H]2c2ccccc2Cl)[C@H]2C(=O)N(Cc3ccccc3)C(=O)[C@H]2C1
→ i	0.6

Molecules shown so far containing a cyano group:
Every second line gives: Myeloid diff 2	Myeloid diff 2 GFP+ MAC1+ %
CCOC(=O)C1(C)CCCN(C(=O)c2cccc(C#N)c2)C1 (stereo unspecified)
→ i	0.8
COC(=O)C1=CN(c2ccc(OC)cc2)C(N)=C(C#N)C1c1ccc(OC)cc1 (stereo unspecified)
→ i	1.1

Additional entries follow:
Every second line gives: Myeloid diff 2	Myeloid diff 2 GFP+ MAC1+ %
CC1(C)OC(=O)C2=C(C[C@@H](C3CC3)O[C@H]2c2ccc(Cl)cc2)O1
→ i	1.4
COc1ccc(C(C)=O)cc1CN1C(=O)C(Cc2ccccc2)ON=C1c1ncccc1C (stereo unspecified)
→ i	4.7
CCCCOCCCNC(=O)C[C@@H]1C[C@@]2(C(=O)OCC)CCCC=C2N(CCC2=CCCCC2)C1=O
→ i	1.7
O=C(NCc1ccc(F)cc1)OC1CC2CC1[C@H]1CCCCN1C2=O (stereo partly specified)
→ i	1.2
Cc1ccc(F)c(CNC(=O)C2(C)CCCN2C(=O)C(C)C)c1F (stereo unspecified)
→ i	1.3
CN(C)c1ccc(-c2ccnc3c2CC(C)(C(=O)NCc2ccncc2)O3)cc1 (stereo unspecified)
→ i	0.4
CCOC(=O)C1=C[C@@H](C(C)(C)C)N(S(=O)(=O)c2ccc(C)cc2)[C@H]1c1ccc(C#N)cc1
→ i	0.9
COc1ccc(C2=Cc3ccccc3C(CC(=O)C3CC3)N2c2ccc(-c3cc(OC)c(OC)c(OC)c3)cc2)cc1 (stereo unspecified)
→ i	1.9
CSc1ccc(Cn2c(C)c(C(=O)NCc3cccc(Cl)c3)sc2=O)cc1
→ i	4.1
COC(=O)[C@@]12C[C@@H](CC(=O)N3CCN(C(=O)C4CC4)CC3)C(=O)N(CCc3ccc(OC)c(OC)c3)C1=CCC(C)(C)C2
→ i	0.6
CCOC1CCCc2oc(-c3ccsc3)c(-c3cnc(OC)nc3)c21 (stereo unspecified)
→ i	0.9
O=C(C1CCCCC1)N1CCC2CC1c1cc(-c3ccc4c(c3)OCO4)ccc12 (stereo unspecified)
→ i	0.4
CCC(=O)N1CCCC(C(=O)Nc2ccc3cn[nH]c3c2)CC1 (stereo unspecified)
→ i	1.0
O=C([C@H]1O[C@@H](n2ccc(=O)[nH]c2=O)[C@H](O)[C@@H]1O)N1CCC(F)(F)CC1
→ i	0.3
CN(C)c1ccc2c(=O)cc[nH]c2c1
→ i	0.8
CSCCC(C(=O)NCc1ccccc1)n1c(Cc2cc(F)cc(F)c2)nc2ccccc21 (stereo unspecified)
→ i	4.2
CCCCNC(=O)C[C@@H]1C[C@@]2(C(=O)OCC)CCC=C2N(CCC2=CCCCC2)C1=O
→ i	0.4
Cc1nc2c(OCc3ccc(F)cc3)cccn2c1N(C)C(=O)CCC1CCCC1
→ i	0.8
CC[C@H](C)[C@@H]1NC(=O)[C@@H](CC(C)C)NC(=O)[C@H](C(C)C)NC(=O)[C@H]2CSSC[C@H](NC1=O)C(=O)N2
→ ?	nt
O=C(NC(c1ccccc1)c1ccsc1)C1CCN(CCOc2ccc(Cl)cc2Cl)CC1 (stereo unspecified)
→ i	1.0
Cc1cc2c(cc1C)-n1nnnc1C(N1CCN(C(=O)OCc3ccccc3)CC1)C(=O)N2 (stereo unspecified)
→ i	1.8
CCCCCCCCN1C(=O)[C@H](CC(=O)NCC23CC4CC(CC(C4)C2)C3)C[C@@]2(C(=O)OCC)CCCC=C12
→ i	0.7
CCC1Cc2[nH]c(=S)[nH]c(=O)c2C(c2ccc(Cl)cc2)O1 (stereo unspecified)
→ i	0.8
CC(=O)Nc1cccc(Nc2ccc(C#N)cc2)c1
→ i	0.5
CS(=O)(=O)Nc1cccc(NC(=O)c2cccc3c(-c4cccc(C(N)=O)c4)coc23)c1
→ i	1.9
CCCCC[C@@H]1CCCCC[C@H](O)C[C@H](O)[C@@H](O)/C=C/C(=O)O1
→ i	1.1
CCc1nc2c(OCCOc3ccccc3)cccn2c1N(C)C(=O)c1cccs1
→ i	0.5
CCC(C)C(NC(=O)C(Cc1ccc(O)cc1)NC(=O)OCc1ccccc1)C(=O)OC (stereo unspecified)
→ i	0.9
COc1ccc(-c2nc3ccc(Br)cn3c2Cc2ccsc2)cc1OC
→ i	1.5
CC(C)(C)c1ccc(CC(=O)N2CCC2(C)C(=O)NS(=O)(=O)c2ccc(F)cc2F)cc1 (stereo unspecified)
→ i	1.0

An excerpt of these results, field by field:
c1ccc2c(c1)CN1C(=N2)COc2ccccc2C1c1nc2ccccc2[nH]1 (stereo unspecified)
  Myeloid diff 2: i
  Myeloid diff 2 GFP+ MAC1+ %: 1.1
CC(C)(C)c1ccc(CC(=O)N2CCC2(C)C(=O)NS(=O)(=O)c2ccc(F)cc2F)cc1 (stereo unspecified)
  Myeloid diff 2: i
  Myeloid diff 2 GFP+ MAC1+ %: 1.0
O=C([C@H]1O[C@@H](n2ccc(=O)[nH]c2=O)[C@H](O)[C@@H]1O)N1CCC(F)(F)CC1
  Myeloid diff 2: i
  Myeloid diff 2 GFP+ MAC1+ %: 0.3
O=C(NCCOc1ccccc1)C1C(=O)Nc2ccccc2C(=O)N1C1CCCCC1 (stereo unspecified)
  Myeloid diff 2: i
  Myeloid diff 2 GFP+ MAC1+ %: 2.4

Carrying on.
Every second line gives: Myeloid diff 2	Myeloid diff 2 GFP+ MAC1+ %
COc1cc2oc(=O)cc(CN3CCN(c4ccc(Cl)c(Cl)c4)CC3)c2cc1Cl
→ i	0.9
O=C(Nc1nnc([C@H]2C[C@H](O)[C@@H](CO)O2)s1)NC1CCCCC1
→ i	0.5
CCOC(=O)[C@]12CCCC=C1N(Cc1ccc(Cl)cc1Cl)C(=O)[C@H](CC(=O)NCCc1ccccc1OC)C2
→ i	2.4
Cc1ccc(S(=O)(=O)N2[C@H](CC(=O)c3ccc(Cl)c(Cl)c3)OC[C@@H]2C)cc1
→ i	2.0
CC1(C(=O)NS(=O)(=O)c2ccc(Br)cc2)CCN1C(=O)C1(c2ccccc2)CC1 (stereo unspecified)
→ i	0.9
O=C(c1[nH]c(C(F)(F)F)nc1-c1ccccc1)N1CCOCC1
→ i	2.3
CC(=O)Nc1ccc(-c2ccnc3c2CC(C)(C(=O)Nc2cccc(C(C)=O)c2)O3)cc1 (stereo unspecified)
→ i	0.8
